PI4K2A inh: inhibitors of human PI4K2A; Q9BTU6; purified PI4K2A, ADP-Glo luminescence, 1 h; active compounds read low; activity change, negative = inhibition, % at 76.9 µM; 420,000 tested, 0.13% active; in the data active means activity change below about -50%; inconclusive means mostly about -30% to -49%;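 further: -100% = wells without enzyme as full effect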
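In this quantitative HTS, ADP production by PI4K2A was quantified luminescently after 1 h at ambient temperature; 100 microM adenosine served as plate-quality control.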
GLS inh: glutaminase GLS (human) inhibition; O94925; GLS enzymatic activity, qHTS titration; Potency, µM (doses to about 45.5 µM), inactives show at the highest dose activity change, negative = inhibition, most hits filed as inhibitors; 410,000 tested, 0.21% active; further: potency means the concentration at half of the fitted maximal effect
Target sequence (O94925 whole entry, looked up): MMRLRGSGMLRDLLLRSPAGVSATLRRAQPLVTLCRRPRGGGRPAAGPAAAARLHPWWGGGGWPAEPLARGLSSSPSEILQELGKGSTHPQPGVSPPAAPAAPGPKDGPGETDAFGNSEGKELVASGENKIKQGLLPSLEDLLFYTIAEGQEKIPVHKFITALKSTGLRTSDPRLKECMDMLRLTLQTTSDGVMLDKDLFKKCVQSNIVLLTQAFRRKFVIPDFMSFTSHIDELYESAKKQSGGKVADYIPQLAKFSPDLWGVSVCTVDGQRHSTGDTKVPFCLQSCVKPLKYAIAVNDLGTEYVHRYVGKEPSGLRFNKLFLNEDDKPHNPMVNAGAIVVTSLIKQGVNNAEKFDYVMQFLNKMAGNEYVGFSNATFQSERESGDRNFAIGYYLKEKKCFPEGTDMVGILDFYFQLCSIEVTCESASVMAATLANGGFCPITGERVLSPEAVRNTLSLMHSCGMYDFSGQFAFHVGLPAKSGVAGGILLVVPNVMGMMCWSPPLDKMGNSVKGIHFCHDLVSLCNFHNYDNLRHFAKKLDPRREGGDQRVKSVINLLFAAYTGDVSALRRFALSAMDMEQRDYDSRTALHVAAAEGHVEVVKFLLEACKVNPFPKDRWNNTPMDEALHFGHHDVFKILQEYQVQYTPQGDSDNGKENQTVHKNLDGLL
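Human kidney-isoform GLS in 45 mM KH2PO4 pH 8.2, 0.02% Tween-20, with compound, started with 1mM L-Glutamine (added stock). Glutamate oxidase/HRP/Amplex red coupled fluorescence read at start and after 30 min at RT.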
12-LOX inh: inhibitors of human 12S-lipoxygenase ALOX12 | P18054 | purified 12hLO, xylenol orange hydroperoxide absorbance | Potency, µM (series often up to 108 µM), for inactives: top-dose activity change, negative = inhibition, most hits filed as inhibitors | 580,000 tested, 1.1% active; further: potency means the concentration at half of the fitted maximal effect
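Hydroperoxide product was detected by ferrous iron/xylenol orange as the 573 to 405 nm absorbance ratio. Arachidonic acid at 40 uM (final) was turned over for 30 min at room temperature by 150 nM human 12hLO, pH 7.0 Hepes buffer, after 15 min compound preincubation.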
* = called active by the depositor; ? = inconclusive. Unless noted, the call rests on the fitted dose curve; in most records, active means well fitted inhibition curve with a large enough effect; inconclusive means small, poorly fitted or top-dose-only effect, or another doubt; inactive means no such curve, though single readings can be large or run the other way. Unless noted, on the % scale 0 is the no-effect control and ±100 the full control effect. Some of the compounds tested (hit frequency here may not be typical).

The line under a structure holds: PI4K2A inh	GLS inh	12-LOX inh
CC1(C(=O)O)CCCN1C(=O)c1cccc2ccccc12 (centres undefined)
  4	-7%	-7%
Cc1nc(N/N=C/c2cccc([N+](=O)[O-])c2)cc(N2CCCCC2)n1
  -4	11%	-22%
COc1ccc(Nc2nc(NC(C)C)nc3ccsc23)cc1OC
  0	20%	-2%
Fc1ccc(-c2nc3ccc(Br)cn3c2Cc2ccccc2C(F)(F)F)cc1
  -2	10%	18µM*
Cc1ccc(S(=O)(=O)N2CCC(=O)N([C@H](COCc3ccc(Cl)c(Cl)c3)Cc3ccccc3)CC2)cc1
  2	1%	?
O=P(c1ccccc1)(c1ccccc1)c1ccccc1C(Br)Br
  -2	8%	-12%
CC1=C(C(=O)N2CCCCCC2)CC(CC(=O)NCC2CCCCC2)C(=O)N1Cc1ccc(F)cc1 (centres undefined)
  -4	-3%	-49%
O=c1[nH]cc(S(=O)(=O)N2CCN(c3ccccc3F)CC2)c(=O)[nH]1
  -4	15%	-1%
CN(C)CCCNc1nc2cc(-c3cccc(C(F)(F)F)c3)sc2c(=O)n1C
  -3	4%	-16%
COCC(=O)Nc1ccc2c(c1)[C@@H]1C[C@H](CC(=O)NCc3ccccc3)O[C@@H](CO)[C@@H]1O2
  -4	-6%	11%
Cc1cccc(C)c1NC(=O)CN(c1c(C)cccc1C)S(C)(=O)=O
  -3	0%	12%
Cc1ccc([C@@H]2C[C@H]3[C@@H](CN2S(=O)(=O)c2ccc(C)cc2)C(=O)C[C@@H](c2ccccc2F)N3S(=O)(=O)c2ccc(C)cc2)cc1
  3	19%	9%
Cc1onc(-c2ccccc2Cl)c1C(=O)O/N=C(\N)c1cccc([N+](=O)[O-])c1
  -1	0%	-31%
COc1ccc2nc3n(c(=O)c2c1)-c1cc2ccccc2cc1C(=O)NC3Cc1ccc(O)cc1 (centres undefined)
  -7	19%	-3%
CCCC(=O)N1CCC1(C)C(=O)Nc1ccc(C)c(C)c1 (centres undefined)
  3	-7%	2%
C[C@H](CO)N1C[C@H](C)[C@@H](CN(C)S(=O)(=O)c2ccc(Oc3ccccc3)nc2)OCc2cnnn2CCCC1=O
  -3	0%	-3%
CCCNC(=O)C1(C)CCCN(Cc2cccc(Oc3ccccc3)c2)C1 (centres undefined)
  2	1%	-1%
COc1cc(-c2cc3nc(NCCN(C)C)ccn3n2)cc(OC)c1OC
  3	15%	5%
CC(=O)Nc1ccc(-c2ccnc3c2CC(C(=O)NCC2CC2)O3)cc1 (centres undefined)
  1	-10%	-26%
CCCCN(C(C)=O)c1ccc2c(c1)C1CC2CCN1Cc1ccccc1 (centres undefined)
  -4	1%	-15%

Quoted at random: six records from the list.
The line under a structure holds: PI4K2A inh	GLS inh	12-LOX inh
COc1ccc2nc3n(c(=O)c2c1)-c1cc2ccccc2cc1C(=O)NC3Cc1ccc(O)cc1 (centres undefined)
  -7	19%	-3%
O=c1[nH]cc(S(=O)(=O)N2CCN(c3ccccc3F)CC2)c(=O)[nH]1
  -4	15%	-1%
CN(C)CCCNc1nc2cc(-c3cccc(C(F)(F)F)c3)sc2c(=O)n1C
  -3	4%	-16%
Cc1nc(N/N=C/c2cccc([N+](=O)[O-])c2)cc(N2CCCCC2)n1
  -4	11%	-22%
Cc1ccc([C@@H]2C[C@H]3[C@@H](CN2S(=O)(=O)c2ccc(C)cc2)C(=O)C[C@@H](c2ccccc2F)N3S(=O)(=O)c2ccc(C)cc2)cc1
  3	19%	9%
Cc1onc(-c2ccccc2Cl)c1C(=O)O/N=C(\N)c1cccc([N+](=O)[O-])c1
  -1	0%	-31%

The list continues.
The line under a structure holds: PI4K2A inh	GLS inh	12-LOX inh
CC1CCC2(CC1)NC(=O)N(CC(=O)Nc1cccc(S(=O)(=O)N(C)c3ccccc3)c1)C2=O (centres undefined)
  -7	-4%	?
COc1ccc(CN2C(=O)c3ccccc3C2c2nnnn2-c2ccc3c(c2)OCCO3)cc1OC (centres undefined)
  4	-16%	-9%
CCOC(=O)c1c(CC(C)C)csc1NC(=O)COC(=O)c1cnc(C)cn1
  4	-3%	11%
Fc1ccc(Nc2nc(NCc3cccs3)nc3ccsc23)cc1
  0	7%	-29%
CCCNC(=O)c1cc(C2CCCCN2S(=O)(=O)c2ccc(OC)cc2)on1 (centres undefined)
  3	9%	-1%
COc1ccc(F)cc1-c1cc(C(=O)NCc2ccc(C(F)(F)F)cc2)[nH]n1
  3	-5%	1%
CC(C)NC(=O)N(C)C[C@H]1OCc2cnnn2CCCC(=O)N([C@H](C)CO)C[C@H]1C
  0	-4%	-4%
CCCCN1C(=O)C(CC(=O)NCc2cccc3ccccc23)CC(C(=O)N2CCOCC2)=C1C (centres undefined)
  -2	-8%	-4%
CN1CCN(C(=O)c2cccc(-c3ccc4nccn4c3)c2)CC1
  -4	2%	3%
COc1ccc([C@H]2C[C@H](n3cc(-c4ccc(F)cc4)nn3)[C@@H](O)CN2Cc2cccs2)cc1
  -1	4%	-3%
O=C(Nc1ccccc1F)c1csc([C@@H]2C[C@H](O)[C@@H](CO)O2)n1
  4	-8%	-4%
O=C(CSc1nnc(N2CCCC2)n1-c1cccc(Cl)c1)N1CCN(c2ccccn2)CC1
  -3	-2%	-3%
COc1ccc(C(CNC(=O)CSc2ccccc2)N2CCOCC2)cc1 (centres undefined)
  -2	-3%	-9%
Cc1ccc([C@H]2C[C@@H](O)[C@H](n3cc(COC(=O)c4ccccc4)nn3)CN2C(=O)c2cccs2)cc1
  -3	0%	-7%
C[C@H](NC(=O)[C@@H]1CCCN1C(=O)[C@@H]1CCCN1C(=O)c1cccc(Cl)c1)c1ccccc1
  -2	5%	4%
CCOC(=O)CCCCCC(=O)Nc1ccc2c(c1)C(=O)N([C@@H](C)CO)C[C@@H](C)[C@H](CN(C)S(=O)(=O)c1cccs1)OCCCC[C@H](C)O2
  -2	0%	-30%
Cc1cccc(C)c1NC(=O)CNC(=O)CNC(=O)c1ccc2ccccc2c1
  -6	3%	13%
CC1(C(=O)Nc2ccc3c(c2)OCCO3)CCN1C(=O)c1ccco1 (centres undefined)
  2	-2%	-13%
Cc1ccc(S(=O)(=O)N2C[C@@H](C)[C@]3(C2)[C@H](O)[C@H](OC(=O)NC2CCCC2)C[C@H]2C(=O)N(c4ccccc4)C(=O)[C@H]23)cc1
  -3	-5%	-22%
O=C(NCCCN1CCOCC1)c1c(-c2ccccc2)oc2c1C(OCCCCCO)CCC2 (centres undefined)
  9	-6%	8%
Cc1ccc(OCC(=O)Nc2ccc3c(c2)nc(CCN2CCCC2)n3C)cc1
  8	-4%	5%
CCN(Cc1ccncc1)C(=S)Nc1ccccc1C
  3	3%	-39%
CSc1ccc(Cn2c(C)c(C(=O)NCc3ccc(Cl)c(Cl)c3)sc2=O)cc1
  4	-2%	1%
C[C@@H]1CN([C@H](C)CO)C(=O)CCCn2nncc2CO[C@H]1CN(C)S(=O)(=O)c1cccc(F)c1
  5	-13%	-1%
O=C(Nc1ccc2c(c1)OCCO2)C1c2ccccc2OCC(=O)N1CC(F)(F)F (centres undefined)
  3	-2%	-2%
Cc1ccccc1NC(=O)Nc1nnc([C@@H]2C[C@H](O)[C@@H](CO)O2)s1
  1	2%	-17%
CCCOc1cccn2c(N(C=O)Cc3ccc(OC)cc3)c(CC)nc12
  4	-14%	?
CCc1nc2ccc(C(=O)NCCC(C)C)cn2c1N(CC)CCN(C)C
  3	28%	-9%
C[C@H]1CN([C@@H](C)CO)C(=O)CCCn2nncc2CO[C@H]1CN(C)C(=O)C1CCCCC1
  4	-5%	-1%
CC1(C(=O)NS(=O)(=O)c2ccc(Cl)s2)CCN1C(=O)CCc1ccccc1 (centres undefined)
  -2	8%	?
CCc1nc2ccc(C(=O)NCCCn3ccnc3)cn2c1N(C)Cc1cc2ccccc2s1
  5	30%	-27%
COc1ccc(S(=O)(=O)N2CCC[C@H]2C(=O)N2CCC[C@H]2C(=O)NCc2ccncc2)cc1C
  -2	-8%	-2%
COc1cc(C)ccc1S(=O)(=O)NC(=O)C1(C)CCN1C(=O)Cc1ccc(Cl)cc1Cl (centres undefined)
  -8	8%	-8%
CCCCCc1c(-c2cccc(Cl)c2)ncn1CCc1ccccc1OC
  -2	-10%	-20%
CC(C)C(N)c1csc(Nc2ccc(S(C)(=O)=O)cc2)n1 (centres undefined)
  53	3%	0%
CCCCCCCCCC1(CC(=O)OCC)SCCN1C(N)=O (centres undefined)
  -1	-1%	?
COc1ccc(C#Cc2cccc(-c3nc(C(=O)NCCCN4CCOCC4)cc4c3[C@H](CCO)N(S(=O)C(C)(C)C)C4)c2)cc1OC (some centres undefined)
  3	8%	4%
C[C@@H]1CN([C@H](C)CO)S(=O)(=O)c2ccc(-c3cccc(C#N)c3)cc2O[C@H]1CN(C)C(=O)Nc1cc(F)ccc1F
  -4	-1%	-24%
O=c1[nH][nH]c2c1[C@H](c1ccc(Cl)cc1)O[C@H](C1CCCCC1)C2
  -2	7%	?
C[C@H](O)[C@@H]1C(=O)N2CCc3c([nH]c4ccccc34)[C@@H]2C[C@@H]1N(C)C(=O)Nc1ccc(F)cc1
  6	2%	4%

(cont.)
Compound,PI4K2A inh,GLS inh,12-LOX inh
NC(Cc1ccc(F)cc1)c1csc(Nc2cc(Oc3ccccc3)ncn2)n1 (centres undefined),-8,7%,4%
CCN(CC)C(=O)c1ncn2c1C(=O)N(C)CC2,-10,-4%,?
CC(C)(C)N(Cc1ccccc1)C(=O)COC(=O)Cn1[nH]c(=O)c2ccccc2c1=O,-7,12%,-27%
C[C@@H]1CN([C@@H](C)CO)S(=O)(=O)c2ccc(Br)cc2O[C@H]1CN(C)Cc1ccncc1,-6,-2%,-7%
Cc1ccc(S(=O)(=O)N2C[C@H]3C(=O)C[C@@H](c4ccccc4F)N(S(=O)(=O)c4ccc(C)cc4)[C@H]3C[C@H]2c2ccccc2F)cc1,3,2%,0%
CC(C)(C)OC(=O)N1CC2(CCCCC2)CC1Cc1ccc(C(F)(F)F)cc1 (centres undefined),0,0%,1%
O=C(NCCc1ccccc1)c1cccc2c(-c3cccnc3)coc12,0,6%,21%
COCCNC(=O)C1(C)CCCN(C(=O)c2cc(C)oc2C)C1 (centres undefined),1,7%,2%
C[C@H]1CN([C@@H](C)CO)C(=O)CCCn2nncc2CO[C@@H]1CN(C)Cc1cccc2c1OCCCO2,-8,8%,4%
Cc1cn([C@H]2C[C@H](O)[C@@H](CCC(=O)NCC3CCCO3)O2)c(=O)[nH]c1=O (some centres undefined),-5,-4%,?
COCCNC(=O)C1(C)CCCN(CCC(=O)c2ccc(Br)cc2)C1 (centres undefined),34,7%,-15%
COCOCCn1cc(CN2CCS(=O)(=O)N(Cc3ccc(-c4ccc(OC)cc4)cc3)C(C(C)C)C2=O)nn1 (centres undefined),-1,8%,3%
CSCCNC(=O)C1(C)CCN1C(=O)c1ccc(C(C)(C)C)cc1 (centres undefined),3,3%,-26%
C[C@@H]1CN([C@H](C)CO)C(=O)c2cc(Br)cnc2O[C@H]1CN(C)C(=O)Nc1ccccc1F,-2,-3%,-7%
Cc1nnc(SCC(=O)NC2CCCCC2)n1-c1ccccc1,-3,-7%,-6%
COc1cccc(CN2CCC2(C)C(=O)Nc2ccc(Cl)c(Cl)c2)c1F (centres undefined),-6,1%,?
Fc1ccc(-c2nc3c(Cl)cc(C(F)(F)F)cn3c2Cc2ccsc2)cc1,1,-2%,?
O=C(NCC(O)c1nc2ccccc2[nH]1)c1cc([N+](=O)[O-])ccc1F (centres undefined),2,6%,?
COCc1ccc(C(=O)N2CCCC(N3CCN(c4cccc(Cl)c4)CC3)C2)s1 (centres undefined),7,2%,?
C[C@H](CO)N1C[C@H](C)[C@H](CN(C)C(=O)Nc2ccc(N3CCN(C)CC3)cc2)OCc2cnnn2CCCC1=O,-1,2%,?
Nc1ncnc2c1ncn2[C@@H]1O[C@H](CNC(=O)[C@@H](N)Cc2ccc(C(=O)c3ccccc3)cc2)[C@@H](O)[C@H]1O,-1,-1%,27%
COC(=O)c1cnc(Nc2nc(C(N)Cc3ccc(Cl)cc3)cs2)nc1C(F)(F)F (centres undefined),-2,11%,?
CCc1nc2ccc(C(=O)N(C)CCN(C)C)cn2c1N(C)Cc1cc2ccccc2s1,2,23%,9%
CCNC(=O)C1(C)CCCN(C(=O)C2(c3ccc(Cl)cc3)CCCC2)C1 (centres undefined),3,-12%,15%
CC1(C(=O)Nc2ccc3c(c2)OCCO3)CCN1C(=O)C1(c2ccccc2)CC1 (centres undefined),-2,6%,-12%

Assay outcomes: PubChem, National Center for Advancing Translational Sciences (NCATS)
